Screening results: PubChem, Broad Institute
LGR2 antag: Drosophila LGR2 receptor signaling inhibition | HEK293 LGR2, CRE-luciferase, bursicon-stimulated, 4 h | inhibition, % at 9.99 µM | actives 0.35% (n = 380,000);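 active = drop in luminescence signal, shown as inhibition above about 50% in the replicate tests, limit read from the data, passing the limit was not always enough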;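 also: agonist challenge used bursicon conditioned medium at about half maximal strength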
C2C12 statin: suppression of simvastatin myotoxicity; C2C12 myotubes + simvastatin, ATP luminescence, 48 h; scaled: DMSO 0, geranylgeraniol control 100; AID 602340; actives 0.78% (n = 330,000); rescue of ATP level, % at 7.49 µM;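 active = mean ATP rescue above about 67%, or every replicate alone reaching that limit, limit read from the data, passing the limit was not always enough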;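 also: myotubes were challenged with 10 µM simvastatin during compound exposure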
PAX8 inh HTS: PAX8 transcriptional activity inhibition; RMG-I TPO-luciferase reporter, SteadyGlo, 24 h; inhibition, % at 12.6 µM; actives 1.2% (n = 360,000); AID 652154;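 active = mean replicate inhibition at least 60% with every replicate also reaching 60%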;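 also: luciferase light reporting Pax8 driven TPO promoter activity; plate controls were median of neutral control wells for no effect and mitoxantrone controls for full effect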
PglD inh: inhibitors of Campylobacter jejuni PglD acetyltransferase | AID 602405 | inhibition, % at 12.5 µM | purified PglD enzyme, DTNB colorimetric CoA detection | actives 0.098% (n = 360,000); in the data active = inhibition above about 16%, passing the limit was not always enough; also: strong numbers were not always called active
GSIS activator: GLuc luminescence reporter in INS-1E cells, primary screen for activators of glucose-dependent secretion of insulin. activation, % at 16.6 µM. INS-1E GLuc reporter insulin secretion, 2-3 h. actives 0.61% (n = 370,000). AID 743287;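 active = lowest replicate activation of at least 40%, so every replicate reaches that level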;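 also: 0% = median of neutral control wells and 100% = median of IBMX positive control wells; some compounds called inactive have numbers as strong as hits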
PGC1a acetyl inh: modulators of PGC1a acetylation; actives 0.17% (n = 350,000); AID 651687; U2OS PGC1a acetylation, AlphaScreen anti-acetyl-lysine; with virally co-expressed GCN5 acetyltransferase; inhibition, % at 15.6 µM;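 active = every replicate shows inhibition of at least 40%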;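 also: 0% = neutral control wells and 100% = positive control wells; some results beyond the cut were filed as inactive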
Cneo AK release: causes C. neoformans cell lysis. adenylate kinase release luminescence, 4 h; normalised: neutral wells 0, clomiphene wells 100. lysis activity, % at 15 µM. actives 0.2% (n = 360,000). AID 651654;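 active = mean lysis activity across replicates of at least 80%, whatever share of replicates individually reach that level; inactive = mean lysis activity below 80%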
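Schedule: static 4 h at 37 °C with compound, 1 h detection; system: C. neoformans cells; benchmarks: Clomiphene as positive control; buffer or medium: fresh YPD medium; measure: luminescence rise reflecting yeast cell lysis; measured by: luminescent adenylate kinase detection reagent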
ARNT TACC3 PPI: disruptors of human ARNT/TACC3 interaction; inhibition, % at 9.99 µM; actives 0.66% (n = 390,000); AID 623870; AlphaScreen His-ARNT PAS-B/GST-TACC3 binding, luminescence; TACC3 fragment carries E629A point mutation;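 active = mean inhibition of replicates at least 50% and at least half of replicates each reaching 50%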;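 also: 0% = complete ARNT plus TACC3 wells and 100% = ARNT alone without TACC3; many hits fall short of the cut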
An asterisk follows results filed as active; . = not tested or not shown; & = joins results of further samples.

SMILES	LGR2 antag	C2C12 statin	PAX8 inh HTS	PglD inh	GSIS activator	PGC1a acetyl inh	Cneo AK release	ARNT TACC3 PPI
OCCC#Cc1ccc(CN2CCN(Cc3ccsc3)C(CCO)C2)cc1 (stereo unspecified)	17	63	7	4	-5	-1	1	-4
COc1ccc(S(=O)(=O)N2CN(CCc3ccc(OC)c(OC)c3)c3nc4ccccc4nc32)cc1	12	.	2	.	2	.	.	3
O=c1[nH][nH]c(=O)c2cc([N+](=O)[O-])ccc12	-13&4	0&0	-10	2&2	17&1	0&-16	1&0	.
COc1cccc(C#Cc2cnc3c(c2)C(=O)N([C@H](C)CO)C[C@@H](C)[C@H](CN(C)C(=O)C2CCOCC2)O3)c1	-7	4	3	0	17	-4	-9	-9
CN(CC(=O)Nc1ccc2c(c1)OCCO2)Cc1nc2ccccc2c(=O)[nH]1	-1	3	-2	-1	12	-2	-1	5
O=c1c2c3c(sc2nc2n1CCCCC2)CCCC3	.	.	-209	-1	.	.	1	-2
Cc1ccc(C)c(Nc2c([N+](=O)[O-])ccc3nonc23)c1	0	16	0	3	79	.	1	-3
COc1ccc(CNC(=O)c2ccccc2NC(=O)C2=C(C)OCCS2)cc1	7	0	-6	0	.	-5	-1	.
Cc1ccc([N+](=O)[O-])cc1N	24	.	19	.	1	.	.	-1
Cc1ccccc1-n1ncc2c1CC(C)(C)CC2NC(=O)CCC1=NNC(=O)CC1 (stereo unspecified)	8	3	-3	.	2	2	-1	-12
Cc1cc(C(=O)C(C)OC(=O)c2ccc(NC(=O)CC#N)cc2)c(C)n1-c1ccccc1 (stereo unspecified)	12	-5	-7	-6	-13	-39	3	2
Cc1cc(C(=O)NNC(=O)/C=C/c2ccco2)c(C)o1	-12	16	6	1	4	4	0	.
CCOC(=O)C1CCN(C(=O)CN(c2ccc(Cl)c(C(F)(F)F)c2)S(C)(=O)=O)CC1	.	3	.	9	.	-14	2	-8
COC(=O)c1ccccc1NC(=O)C1CC(=O)N(c2ccc(C)cc2)C1 (stereo unspecified)	.	28	20	0	.	5	0	-5
O=C(CCCc1ccccc1)NCc1ccc2c(c1)OCO2	6	5	4	2	-9	4	2	-1
COc1ccc(CN(C)C[C@@H]2Oc3ccc(NC(=O)C4CC4)cc3CC(=O)N([C@@H](C)CO)C[C@@H]2C)cc1	6	7	0	2	-1	-3	1	1
CC1CCCN(Cc2cccc(Oc3ccccc3)c2)C1 (stereo unspecified)	.	-50	.	3	.	15	4	-1
CCOc1ccc(NC(=O)COC(=O)c2n[nH]c3ccccc23)cc1	-3	0	-47	3	-14	8	1	10
CCN(CC)C(=O)[C@H]1C[C@H](CC(=O)NCc2ccc(OC)c(OC)c2)C(=O)N2CCc3c([nH]c4ccc(Cl)cc34)[C@]12C	-3	1	22	-2	.	-1	0	27*
COc1cccc(NC(=O)C[C@@H]2CC[C@@H]3[C@H](COc4ccc(NC(=O)C5CCCCC5)cc4C(=O)N3C)O2)c1	-14	-15	6	0	2	-5	0	-1
COc1cccc2c1CCC1=CC(=O)CCC12C (stereo unspecified)	-5	4	11	-3	-1	-6	-4	-9
CC(C)[C@@H]1C=C(C(=O)O)O[C@H](OCc2ccc(CO)cc2)C1	.	.	-7	6	.	5	1	43
CCO[C@@H]1OC(C(N)=O)=C[C@H](c2ccccc2)[C@H]1CCCO	11	-5	-13	4	7	1	0	1
O=C(Cc1ccccc1)N[C@H]1CC[C@@H](CC(=O)N2CCCCC2)O[C@H]1CO	13	1	-5	2	-9	-1	1	.
CC(=O)NS(=O)(=O)c1ccc(NC(=S)NC(=O)C2CCC2)cc1	-1	-2	-7	-2	7	.	0	-4
(continued)
SMILES	LGR2 antag	C2C12 statin	PAX8 inh HTS	PglD inh	GSIS activator	PGC1a acetyl inh	Cneo AK release	ARNT TACC3 PPI
C[C@H](NC(=O)C[C@@H]1C=C[C@H](NC(=O)c2cccnc2)[C@@H](CO)O1)c1ccccc1	-2	-3	-10	-1	0	6	-6	0
C[C@@H]1CN([C@@H](C)CO)C(=O)c2cccc(NS(=O)(=O)c3ccc(Cl)cc3)c2O[C@H]1CN(C)Cc1ccc(C(=O)O)cc1	-1	.	.	3	17	-4	2	-2
CCc1cccc(NC2c3ccccc3C(=O)N2c2cccnc2)c1 (stereo unspecified)	9	17	11	0	.	4	5	1
O=C(c1ccc(=O)[nH]c1)N1CCN(S(=O)(=O)c2ccc3ccccc3c2)CC1	-3	6	-3	1	2	.	2	-3
O=C(OCC#CCSc1nnc(-c2cccc3ccccc23)o1)c1ccc(Cl)cc1	-5	3	-16	-5	7	5	2	-13
Cc1ccc2oc(=S)n(C)c2c1	-21	.	-17	.	20	.	.	-4
CCOC(=O)C(=CNNc1ccsc1C(=O)OC)C(=O)OCC	-5	.	5	.	-13	.	.	2
COC(=O)C[C@H]1CC[C@@H]2[C@H](COC[C@@H](O)CN2CCC(F)(F)F)O1	-7	-7	-1	0	-3	21	-2	-12

Laid out differently: results already given.
Order of values – LGR2 antag	C2C12 statin	PAX8 inh HTS	PglD inh	GSIS activator	PGC1a acetyl inh	Cneo AK release	ARNT TACC3 PPI
- Cc1cc(C(=O)NNC(=O)/C=C/c2ccco2)c(C)o1
→ -12	16	6	1	4	4	0	.
- CCOC(=O)C1CCN(C(=O)CN(c2ccc(Cl)c(C(F)(F)F)c2)S(C)(=O)=O)CC1
→ .	3	.	9	.	-14	2	-8
- COC(=O)c1ccccc1NC(=O)C1CC(=O)N(c2ccc(C)cc2)C1 (stereo unspecified)
→ .	28	20	0	.	5	0	-5
- O=C(CCCc1ccccc1)NCc1ccc2c(c1)OCO2
→ 6	5	4	2	-9	4	2	-1
- COc1ccc(CN(C)C[C@@H]2Oc3ccc(NC(=O)C4CC4)cc3CC(=O)N([C@@H](C)CO)C[C@@H]2C)cc1
→ 6	7	0	2	-1	-3	1	1
- CC1CCCN(Cc2cccc(Oc3ccccc3)c2)C1 (stereo unspecified)
→ .	-50	.	3	.	15	4	-1
- CCOc1ccc(NC(=O)COC(=O)c2n[nH]c3ccccc23)cc1
→ -3	0	-47	3	-14	8	1	10
- CCN(CC)C(=O)[C@H]1C[C@H](CC(=O)NCc2ccc(OC)c(OC)c2)C(=O)N2CCc3c([nH]c4ccc(Cl)cc34)[C@]12C
→ -3	1	22	-2	.	-1	0	27*
- COc1cccc(NC(=O)C[C@@H]2CC[C@@H]3[C@H](COc4ccc(NC(=O)C5CCCCC5)cc4C(=O)N3C)O2)c1
→ -14	-15	6	0	2	-5	0	-1
- COc1cccc2c1CCC1=CC(=O)CCC12C (stereo unspecified)
→ -5	4	11	-3	-1	-6	-4	-9
- CC(C)[C@@H]1C=C(C(=O)O)O[C@H](OCc2ccc(CO)cc2)C1
→ .	.	-7	6	.	5	1	43
- CCO[C@@H]1OC(C(N)=O)=C[C@H](c2ccccc2)[C@H]1CCCO
→ 11	-5	-13	4	7	1	0	1
- O=C(Cc1ccccc1)N[C@H]1CC[C@@H](CC(=O)N2CCCCC2)O[C@H]1CO
→ 13	1	-5	2	-9	-1	1	.
- CC(=O)NS(=O)(=O)c1ccc(NC(=S)NC(=O)C2CCC2)cc1
→ -1	-2	-7	-2	7	.	0	-4
- C[C@H](NC(=O)C[C@@H]1C=C[C@H](NC(=O)c2cccnc2)[C@@H](CO)O1)c1ccccc1
→ -2	-3	-10	-1	0	6	-6	0
- C[C@@H]1CN([C@@H](C)CO)C(=O)c2cccc(NS(=O)(=O)c3ccc(Cl)cc3)c2O[C@H]1CN(C)Cc1ccc(C(=O)O)cc1
→ -1	.	.	3	17	-4	2	-2
- CCc1cccc(NC2c3ccccc3C(=O)N2c2cccnc2)c1 (stereo unspecified)
→ 9	17	11	0	.	4	5	1
- O=C(c1ccc(=O)[nH]c1)N1CCN(S(=O)(=O)c2ccc3ccccc3c2)CC1
→ -3	6	-3	1	2	.	2	-3
- O=C(OCC#CCSc1nnc(-c2cccc3ccccc23)o1)c1ccc(Cl)cc1
→ -5	3	-16	-5	7	5	2	-13
